# Assay outcomes as filed in PubChem BioAssay.
# H9c2 TAG inh: inhibitors of triacylglycerol accumulation, primary screen, cell-based, uHTS, fluorescence, H9c2. H9c2 cells, Nile Red lipid (TAG) fluorescence; cells loaded with 200 µM oleic acid. inhibition, % at 12.5 µM. 230,000 compounds, 0.66% hits. AID 651582, 2012;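 active means pattern-corrected inhibition of lipid staining of at least 50% with the nuclear-stain viability signal not falling by more than 50%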;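 further: 0% = DMSO wells and 100% = triacsin C control wells; some results filed as inactive read as strong as hits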
# H9c2 TAG inh DAPI viability: further read-out of H9c2 TAG inh, marked with its call; DAPI nuclei signal change (viability), lower = more cytotoxic, %;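 whole-well DAPI fluorescence read on a plate reader as a viability signal; minus 50 percent equals half of cells still viable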
# * marks the source's active call; other numbers are inactive results. A portion of the library; rates above refer to the full screens.
SMILES	H9c2 TAG inh	H9c2 TAG inh DAPI viability
CCC(=O)N1CCC1(C)C(=O)Nc1nccs1 (stereo not drawn)	0.4	-5.4
CCN(CC)C(=O)N1CCc2ccccc2C1CN1C(=O)c2ccccc2C1=O (stereo not drawn)	-18.0	2.9
Cc1ccc(S(=O)(=O)CCC(=O)N(CCCN2CCOCC2)c2nc3ccccc3s2)cc1	14.6	-5.2
CCCn1c(N)c(C(=O)CN2CCc3ccccc3C2)c(=O)n(C)c1=O	-11.5	-2.1
COc1ccccc1CNC(=O)C(C)NS(=O)(=O)c1ccccc1 (stereo not drawn)	-16.9	2.7
N#Cc1ccccc1OCC(=O)N1N=C(c2cccs2)CC1c1ccco1 (stereo not drawn)	1.3	5.1
C=CCN(CC=C)C(=S)Nc1cc(Cl)ccc1OC	21.4	-5.0
N#C/C(=C\c1ccc(N2CCOCC2)o1)C(=O)NCCc1ccccc1	0.7	-0.4
Cc1ccc(S(=O)(=O)n2nc(OC(=O)C(C)(C)C)cc2N)cc1	-14.7	-2.9
O=C(Cc1ccc2c(c1)OCO2)NN=Cc1ccc([N+](=O)[O-])o1	-11.9	-2.5
CCN(CC)C(=O)C1CCCN(c2ccccc2[N+](=O)[O-])C1 (stereo not drawn)	14.6	-1.0
Cc1nnc(SCC(=O)NNC(=O)c2ccc(F)cc2)n1Cc1ccccc1	-2.2	9.5
CCCS(=O)(=O)N1CCC(C(=O)NCCc2ccc(C)cc2)CC1	-8.9	19.5
CN(CCCC1CCCC1)C(=O)c1cc(COc2ccc(F)cc2F)on1	-18.6	4.7
CCOc1ccccc1NC(=O)c1cnc2n(c1=O)CCS2	18.7	-3.6
C/C=C/c1ccc2c(c1)O[C@H](CN(C)C(=O)NC1CCCC1)[C@H](C)CN([C@H](C)CO)S2(=O)=O	14.2	-16.5
CCCn1nnc(NC(=O)c2ccc(-c3cc(Cl)ccc3Cl)o2)n1	2.1	5.9
O=C(Cn1cc2c(n1)CCCC2)NC1CCN(Cc2ccccc2)CC1	3.7	-2.8
CCN1C(=O)[C@H]2[C@H]3CN=C(SCc4ccc(Cl)cc4)N3[C@@](CC)(C(=O)OC)[C@H]2C1=O	7.0	4.9
CCOc1ccc(N2CC(C(=O)N/N=C/c3sccc3C)CC2=O)cc1 (stereo not drawn)	-25.1	11.7
CN(C)CCNC(=O)c1cccc(S(=O)(=O)Nc2ccccc2F)c1	1.2	-2.1
CCC(=O)Nc1nnc(SCc2ccc(F)cc2)s1	3.8	-7.2
S=C(N/N=C/c1cccc2ccccc12)Nc1cccc(Cl)c1	1.2	5.1
O=C(c1cccc([N+](=O)[O-])c1)N1CCN(C/C=C/c2ccccc2)CC1	2.6	-1.8
CCN(c1cccc2ccccc12)S(=O)(=O)c1cccs1	-10.5	-9.1
CN(C)CCNc1ncnc2c1cnn2-c1ccc(Cl)cc1	30.8	-19.7
CC(=O)NC(=S)Nc1ccccc1N1CCN(C(=O)c2ccccc2)CC1	-14.0	5.6
Cc1cccn2cc(-c3ccc4c(c3)NC(=O)CO4)nc12	-0.4	-11.6
Cc1ccc(NCc2nnc(SCC(=O)Nc3ccccc3)n2CC2CCCO2)c(C)c1 (stereo not drawn)	27.9	-7.4
CN1CCN(C(CNS(=O)(=O)c2ccc([N+](=O)[O-])cc2)c2ccc(F)cc2)CC1 (stereo not drawn)	-14.7	5.9
O=C(Nc1ccccc1O)c1ccccc1O	14.4	-1.9
COc1cc(C(=O)Nc2cccc3ncccc23)cc(OC)c1OC	-0.4	3.1
CCn1c2ccccc2c2cc(NC(=O)CSc3nnc(-c4cccc(Cl)c4)o3)ccc21	19.0	5.2
CC(=O)c1ccccc1NC(=O)CN1C(=O)CS/C1=C\c1nc(-c2ccc(C)cc2)cs1	11.6	28.7
CSCCOC(=O)C1=C(C)Nc2ccc(C)cc2S1	-12.2	1.0
Cc1c(N=c2scc(-c3ccccc3)n2C)c(=O)n(-c2ccccc2)n1C	2.1	-3.6

# 7 structures from above, arranged by molar mass, falling.
SMILES	H9c2 TAG inh	H9c2 TAG inh DAPI viability
CC(=O)c1ccccc1NC(=O)CN1C(=O)CS/C1=C\c1nc(-c2ccc(C)cc2)cs1	11.6	28.7
CCn1c2ccccc2c2cc(NC(=O)CSc3nnc(-c4cccc(Cl)c4)o3)ccc21	19.0	5.2
CN1CCN(C(CNS(=O)(=O)c2ccc([N+](=O)[O-])cc2)c2ccc(F)cc2)CC1 (stereo not drawn)	-14.7	5.9
Cc1c(N=c2scc(-c3ccccc3)n2C)c(=O)n(-c2ccccc2)n1C	2.1	-3.6
COc1cc(C(=O)Nc2cccc3ncccc23)cc(OC)c1OC	-0.4	3.1
CCN(c1cccc2ccccc12)S(=O)(=O)c1cccs1	-10.5	-9.1
Cc1cccn2cc(-c3ccc4c(c3)NC(=O)CO4)nc12	-0.4	-11.6

# Remaining list, next part.
SMILES	H9c2 TAG inh	H9c2 TAG inh DAPI viability
CCOc1ccccc1NC(=O)CSc1nc(=O)n(Cc2ccncc2)c2c1CCC2	17.1	-8.4
CCOc1ccc(C2C(C(=O)c3ccco3)=C(O)C(=O)N2CCCn2ccnc2)cc1 (stereo not drawn)	18.4	-5.6
CCN(CC)Cc1c(O)ccc2c(=O)c(-c3ccc(Cl)cc3)coc12	-0.8	19.2
O=C(C[C@H]1C[C@H](C(=O)N2CCCCC2)[C@@]2(CCc3ccccc3)c3[nH]c4ccc(Cl)cc4c3CCN2C1=O)NCCC1=CCCCC1	101.3	-77.6
O=C(CCSc1nnc(-c2ccncc2)o1)Nc1cccc(Cl)c1	3.5	-4.9
CCCCn1nc2cc(C(=O)NCCCCc3ccccc3)ccc2c1OCC	26.1	4.0
CCOC(=O)c1c(CC(C)C)csc1/N=C/C1=C(O)CCCC1=O	-8.0	-14.0
O=S(=O)(c1ccc(F)cc1)N1CCC2(CC1)OCCN2S(=O)(=O)c1cccs1	-2.9	-3.9
Cc1cc(C)c(C)c(S(=O)(=O)N2CCC(C(=O)NCc3cccs3)CC2)c1C	-7.9	0.6
Cc1ccc(C(=O)NCC(=O)OCn2nnc3ccccc3c2=O)cc1	-1.6	11.0
CCN(C[C@H]1N[C@@](Cc2ccccc2)(C(=O)OC)[C@H]2C(=O)N(C)C(=O)[C@@H]12)C(=O)NC(C)C	-0.2	-10.5
O=C1C(C2=NC(C(=O)O)C3C(=O)N(c4ccccc4)C(=O)C23)=C(O)c2ccccc21 (stereo not drawn)	0.8	9.3

# Other structures:
# Every second line gives: H9c2 TAG inh, H9c2 TAG inh DAPI viability
> Cc1cccc2nc(C(=O)Nc3cccc(C(=O)NC4CC4)c3)cn12
  -0.2, -1.3
> O=C(Cc1ccc(NC(=O)C2CCCN(C(=O)CCc3ccccc3)C2)cc1)Nc1cccc(C(=O)N2CCCCC2)c1 (stereo not drawn)
  -10.8, 5.1
> O=C(/C=C/c1ccc(Cl)cc1Cl)NCCSCc1ccccc1
  -0.7, -3.8
> CN1c2ccccc2-c2nc3ccccc3n2C1c1ccco1 (stereo not drawn)
  4.7, 35.5
> Cc1ccc(Nc2cc(-n3nc(C)cc3C)ncn2)cc1
  1.4, -10.2
> Cc1cc(NC(=O)CN2C(=O)CC(c3ccco3)Sc3ccccc32)no1 (stereo not drawn)
  -1.8, 4.6
> Cc1cc(C#Cc2c(-c3ccccc3)n(C)c3ccccc23)ccc1F
  11.8, 160.8
> Cc1nc2c3ccccc3n(Cc3ccccc3F)c2s1
  -42.0, 0.2
> CCn1c(=N)n(CC(=O)OC)c2ccccc21
  5.8, -13.5
> Cc1ccc(NC(=O)c2ncn(CC(=O)N[C@H](C)c3cccc4ccccc34)n2)cc1C
  20.9, 1.0
> CCCCC(C(=O)O)C(C)CC(=O)NNC(=O)c1ccco1 (stereo not drawn)
  2.6, -8.9
> N=C(N=C(N)N)N1CCc2ccccc21
  0.3, -2.9
> CCc1cc(CNC(=O)CC2C(=O)NCCN2Cc2cccc(OC)c2)on1 (stereo not drawn)
  3.5, 6.8
> CCN(CC(=O)Nc1cc(Cl)ccc1C)CC(=O)NC1CC1
  -2.5, -1.4
> CC(C)Oc1cccc(C(=O)NC2=NCCS2)c1
  7.1, 6.6
> CCc1ccccc1NC(=O)Nc1cccn(Cc2ccccc2F)c1=O
  13.5, -13.8
> CCC(CC)c1nnc(NC(=O)c2ccc(N3CCCCC3)c([N+](=O)[O-])c2)s1
  18.8, 13.9
> COc1ccc(CCNC(=O)CCOc2ccc(C)cc2)cc1OC
  22.8, 0.3
> Cc1ccc(CNC(=O)c2nnc(CS(=O)(=O)c3ccccc3)o2)cc1
  7.2, -1.1
> COc1ccccc1NC(=O)c1cnc2c(-c3ccccc3)c(C)nn2c1C
  10.0, -0.4
> CCOc1ccc(Nc2nnc(Cc3ccc(OC)cc3)c(=O)[nH]2)cc1
  -19.4, 5.4
> NNc1nc(-c2ccccc2)cc(-c2ccccc2)n1
  6.6, 2.7
> COc1cccc(NC(=O)C2CC(=O)N(Cc3ccco3)C2)c1 (stereo not drawn)
  8.6, -3.9
> CCN1CCN(S(=O)(=O)c2ccc(C(=O)Nc3ccccc3)cc2)CC1
  5.7, -3.3
> C/C(=N\Nc1ccc(C#N)cc1[N+](=O)[O-])c1ccc(C)o1
  7.1, 0.7
> CC(=O)Nc1ccc(S(=O)(=O)Nc2ccccc2N2CCOCC2)cc1
  3.6, -3.3
> c1ccc2sc(NC3=NCN(CCN4CCOCC4)CN3)nc2c1
  -0.9, 0.4
> O=C(CC(CC(=O)c1ccccc1)c1ccccn1)c1ccccc1
  1.9, 4.5
> O=C(N/N=C/c1cccs1)c1ccc2ncccc2c1
  18.7, -15.5
> CCCCSc1ncc(C(=O)OCC)c(N)n1
  -11.0, -4.0
> O=C(O)c1cccc2sc3cc(Cl)ccc3c(=O)c12
  -12.0, 5.6
> CC1CC(C)(C)CC2(C1)NC(=O)N(CC(=O)N(C)Cc1nc3ccccc3c(=O)[nH]1)C2=O (stereo not drawn)
  5.4, -0.3
> O=C(c1ccccc1)c1ccc(C(=O)N2CCN(c3ccccc3O)CC2)cc1
  -2.7, 0.7
> CC(NC(=O)C1CCCCC1)c1ccc2c(c1)OCCO2 (stereo not drawn)
  33.1, -8.4
> OCC(O)C1OC(Nc2ccc(Br)cc2)C(O)C1O (stereo not drawn)
  -3.4, 12.7
> CCCc1nnc(NC(=O)CSc2ncn[nH]2)s1
  21.5, -5.0
> CCCc1cc(=O)[nH]c(SCC(=O)N2CCCC2=O)n1
  8.2, -1.7
> CCc1nc2c(OCCn3cccc3)cccn2c1N(C=O)Cc1ccc(OC)cc1
  -0.5, -6.2
> Nc1cc(=O)[nH]c(SCC(=O)Nc2nnc(-c3ccccc3)s2)n1
  -11.2, 12.6
> CCCNC(=O)Nc1cc(S(=O)(=O)CC)ccc1O
  12.4, -10.3
> CCCCn1c(N)c(N(CCOC)C(=O)COC(=O)COc2ccc(CC)cc2)c(=O)[nH]c1=O
  -3.8, 3.6
> Cc1cc(CNC(=O)CC2C(=O)NCCN2Cc2ccccc2C(F)(F)F)nn1C (stereo not drawn)
  -0.1, -0.1
> COc1ccc(Cl)cc1NC(=O)CCN1CCOCC1
  -1.9, 6.1
> CCCCN(C(=O)c1cccc(-n2cccc2)c1)c1c(N)n(Cc2ccccc2)c(=O)[nH]c1=O
  -2.0, 2.9
> CNC(CC(C)C)C(=O)NC1C(=O)NC(CC(N)=O)C(=O)NC2C(=O)NC3C(=O)NC(C(=O)NC(C(=O)O)c4cc(O)cc(O)c4-c4cc3ccc4O)C(O)c3ccc(c(Cl)c3)Oc3cc2cc(c3OC2OC(CO)C(O)C(O)C2OC2CC(C)(N)C(O)C(C)O2)Oc2ccc(cc2Cl)C1O (stereo not drawn)
  1.4, 1.0
> CC[C@H](C)[C@H](NC(=O)OCc1ccccc1)C(=O)OCC(=O)N1CCN(c2ccc(OC)cc2)CC1
  -14.8, -2.2
> c1ccc(N2CCN(c3nc(-c4ccccn4)nc4ccccc34)CC2)cc1
  -70.9, 15.5
> CCC1(C)Cc2c(sc3[nH]c(=O)[nH]c(=O)c23)CS1 (stereo not drawn)
  -0.2, -4.2
> CC(CCc1ccccc1)NCC#N (stereo not drawn)
  6.0, -10.5
> O=C(COC(=O)CNC(=O)c1ccc(Cl)c([N+](=O)[O-])c1)NNC(=O)c1cccs1
  4.7, 3.3
> CN(C(=O)COC(=O)c1cccc(S(=O)(=O)N2CCCCCC2)c1)C1CCS(=O)(=O)C1 (stereo not drawn)
  -19.5, -23.5
> COCC(=O)OCC(=O)Nc1cc(C)c(C)cc1[N+](=O)[O-]
  -2.7, -6.5
> CCC(C)(CC(=O)N(C)CCC#N)c1ccccc1 (stereo not drawn)
  2.7, -14.6
> Cc1ccccc1C(=O)N1CCC(C(=O)Nc2cc(C(F)(F)F)ccc2N2CCCC2)CC1
  -11.8, 8.8
> N#CC1=C(SCc2ccccc2)NC2=C(C(=O)CCC2)C1c1ccc2c(c1)OCO2 (stereo not drawn)
  3.1, -7.2
> O=C1CC(N2CCN(c3ccccc3O)CC2)C(=O)N1Cc1ccccc1 (stereo not drawn)
  -0.1, -10.3
> O=C(NNC(=S)Nc1ccccc1)NNC(=S)Nc1ccccc1
  7.6, -10.0
> Cc1ccc(CONC(=O)c2ccc(Cl)cc2)cc1
  -7.1, -3.1
> CCOC(=O)c1nn2c(C(F)(F)F)cc(-c3ccc(OC)cc3)nc2c1Br
  4.5, 16.5
> CCCCC1=NN2CCS(=O)(=O)N=C2S1
  -1.1, -2.5
> O=C1NC(=O)/C(=C\c2ccc(OCc3cccc([N+](=O)[O-])c3)cc2)N1
  6.8, -5.3
> CC1Cc2ccccc2N1C(=O)Cn1cnc2ccccc21 (stereo not drawn)
  -9.1, -7.2
> Cc1ccc(-c2nnc(SCC#CCOC(=O)c3ccco3)o2)cc1
  -23.9, -15.7
